Statin myotox sup = suppressors of statin myotoxicity in C2C12 myotubes, primary screen, cell-based, single point, plate reader. C2C12 myotubes + simvastatin, ATP luminescence, 48 h; scaled: DMSO 0, geranylgeraniol control 100. rescue of ATP level, % at 7.49 µM. actives 0.78% (n = 330,000);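 active = mean ATP rescue above about 67%, or every replicate alone reaching that limit, limit read from the data, passing the limit was not always enough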;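 also: myotubes were challenged with 10 µM simvastatin during compound exposure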
PglD inh = C. jejuni PglD acetyltransferase inhibitors, primary screen, biochemical, DTNB colorimetric, single point; purified PglD enzyme, DTNB colorimetric CoA detection; inhibition, % at 12.5 µM; actives 0.098% (n = 360,000); AID 602405, 2012; in the data active = inhibition above about 16%, passing the limit was not always enough; also: strong numbers were not always called active
miR-122 sensor = miR-122 Renilla sensor signal increase in Huh7, primary screen, miR-122 inhibitor project, cell-based, single point, plate reader; Huh7 miR-122 Renilla luciferase sensor, 48 h; neutral wells = 0, positive control = 100; activation (reporter increase), % at 12.5 µM; actives 0.3% (n = 340,000);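 active = mean replicate activation score at least 90 and every replicate individually at or above 90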;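 also: higher luciferase means less miR-122 activity so hits act as miR-122 inhibitors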
PGC1a acetyl inh = inhibitors of PGC1a acetylation signal, primary screen, cell-based, U2OS, AlphaScreen, inhibitor mode; AID 651687, 2012; AlphaScreen anti-acetyl-lysine; with virally co-expressed GCN5 acetyltransferase; inhibition, % at 15.6 µM; actives 0.17% (n = 350,000);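 active = every replicate shows inhibition of at least 40%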;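 also: 0% = neutral control wells and 100% = positive control wells; some results beyond the cut were filed as inactive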
FN deposit inh = inhibitors of fibronectin matrix deposition, primary screen, AH1F cells, Alexa488-fibronectin fluorescence, plate reader. AH1F fibroblasts, overnight. inhibition, % at 12.6 µM. actives 0.086% (n = 350,000). AID 743247, 2014;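 active = mean inhibition across replicates of 30% or more, regardless of how many single replicates reach that level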;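 also: positive control wells lacked labelled fibronectin entirely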
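Material: AH1F fibroblast monolayer depositing Alexa488-labelled fibronectin into matrix | Input: 10000 AH1F cells/well | Medium: DMEM plus 2% serum, read in PBS | Reagent: Alexa488-fibronectin, 24 nM final in well | Compound dosing: One dose per compound, pinned | Schedule: 1 h adhesion, overnight exposure | Measured by: Fluorescence at 485 nm excitation, 525 nm emission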
Cneo AK release = Cryptococcus neoformans cell lysis inducers, primary screen, AK release luminescence, single concentration | C. neoformans lysis, adenylate kinase release luminescence, 4 h; normalised: neutral wells 0, clomiphene wells 100 | lysis activity, % at 15 µM | actives 0.2% (n = 360,000) | AID 651654, 2012;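 active = mean lysis activity across replicates of at least 80%, whatever share of replicates individually reach that level; inactive = mean lysis activity below 80%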
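Assay system: Cryptococcus neoformans yeast cells / Dosing: single-point compound dose / Timing: 4 h at 37 °C static, read 1 h later / Measured by: luminescence of released adenylate kinase using an AK detection reagent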
INS-1E GSIS act = GLuc luminescence reporter in INS-1E cells, primary screen for activators of glucose-dependent secretion of insulin; activation, % at 16.6 µM; actives 0.61% (n = 370,000); INS-1E GLuc reporter insulin secretion, 2-3 h;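 active = lowest replicate activation of at least 40%, so every replicate reaches that level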;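 also: 0% = median of neutral control wells and 100% = median of IBMX positive control wells; some compounds called inactive have numbers as strong as hits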
CFTR F508del cor = F508del CFTR correction, initial screen, CFBE line, single point; CFBE cells, YFP halide quenching; stimulated with forskolin plus potentiator P3; % fluorescence drop versus neutral controls; activity (quench increase), % at 7.58 µM; actives 0.36% (n = 350,000); AID 720511, 2013;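 active = mean added fluorescence quench of at least 8% versus neutral control, with both replicates also reaching 8%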;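 also: cells transiently co-express mutant CFTR-F508del with the halide-sensitive YFP; corrector assay measuring rescue of mutant channel to the surface after 24 h compound exposure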
* = called active by the depositor; . = no result given; & = joins results of further samples; [ ] = another dose, or the depositor's remark.

mol,Statin myotox sup,PglD inh,miR-122 sensor,PGC1a acetyl inh,FN deposit inh,Cneo AK release,INS-1E GSIS act,CFTR F508del cor
C=CCNC(=O)c1onc(CSc2ccc(F)cc2)c1C(=O)O,1.6,-1.3,-2.2,-4.1,-2.6,1.5,-5.4,-3.2
CCOc1ccc2nc(SC(CC)C(=O)Nc3cc(C)on3)sc2c1 (stereo not given),3.8,-3.7,.,.,.,3.1,0.9,.
COc1ccc(C2=NN(C3=NN=C(N)Cc4ncnn43)C(O)(C(F)(F)F)C2)cc1 (stereo not given),.,.,.,-1.1,-2.2,.,10.7,-0.7
Cc1ccccc1S(=O)(=O)NCC[C@@H]1CC[C@H](NC(=O)Nc2cccc(Cl)c2)[C@@H](CO)O1,-15.0,0.1,7.5[16.7 µM],.,-24.7,-2.2,.,0.8
COc1ccc(C(=O)NC(=S)NC(C)c2ccccc2)cc1 (stereo not given),13.7,1.4,1.7,-0.9,-12.8,4.3,-1.9,1.3
O=C(COC(=O)c1ccco1)NCc1cccs1,.,4.6,0.8,3.7,.,0.2,.,.
CCOc1ccccc1C(=O)Nc1ccsc1C(=O)OC,-60.2,-1.2,41.5,1.0,12.9,-0.6,-1.7,.
CCn1cc(SCC(=O)NCc2ccc3c(c2)OCO3)c2ccccc21,17.4,-0.7,.,.,9.6,-0.6,.,0.4

(continued)
mol,Statin myotox sup,PglD inh,miR-122 sensor,PGC1a acetyl inh,FN deposit inh,Cneo AK release,INS-1E GSIS act,CFTR F508del cor
O=C(Nc1c(Cl)cccc1Cl)c1cc(=O)n(Cc2ccccc2)c(=O)[nH]1,46.8,.,5.2,2.0,0.0,.,.,.
Cc1cc(C(=O)C(=O)O)c(C)n1-c1ccc(Cl)cc1,-4.8,1.9,-2.9,-14.9,-3.1,1.4,-1.1,-4.6
Cc1cc(C(=O)O)ccc1-n1c(C)cc(/C=C2\SC(=O)NC2=O)c1C,33.5,-14.0,-5.8,-6.4,-12.3,0.5,-40.5,-3.2
O=C(CCCN1C(=O)c2cccnc2C1=O)Nc1ccc(F)cc1Cl,-4.1,-3.0,-4.9,-3.0,4.1,-1.0,5.7,-1.2
O=C(NNc1ccccc1[N+](=O)[O-])Nc1cccc(Cl)c1,18.7,.,3.5,.,-0.2,.,-18.9,-0.7
CCSc1ccccc1C(=O)NCc1ccc(OC)cc1,7.2,5.2,-0.5,-3.8,-4.4,-1.1,20.2,.
COc1cccc(CN2CCC(C(=O)N3CCN(c4ccccc4F)CC3)CC2)c1,12.0,3.8,1.3,-5.0,-4.4,-0.3,.,0.0
CCC(=Nc1ccc(N)cc1)C1=C(O)C(C(=O)OC)C(C)(C)CC1=O (stereo not given),-11.0,-0.1,-5.8,-2.3,.,-4.1,.,.

Following part:
mol,Statin myotox sup,PglD inh,miR-122 sensor,PGC1a acetyl inh,FN deposit inh,Cneo AK release,INS-1E GSIS act,CFTR F508del cor
COC(=O)C1=C(C)N(Cc2ccco2)C(=O)N[C@@H]1c1ccccc1,4.2,-0.5,.,.,4.5,9.8,8.5,0.2
OC[C@@H]1[C@@H](c2ccccc2)C(c2ccc(F)cc2)=NN1c1ccccc1,7.8,1.8,19.7,-7.2,.,4.4,.,.
CN(Cc1ccccc1)c1ncnc2c1cnn2-c1ccccc1,53.0,0.5,-5.3,-10.7,.,0.7,-5.5,-1.8
CCOC(=O)C1CCCN(c2ncnc3c2cnn3-c2ccc(OC)cc2)C1 (stereo not given),-14.0,-1.7,-2.4,-10.9,6.1,-4.5,-4.6,.
Cc1nn2c(=O)cc(COC(=O)c3c(F)cccc3Cl)nc2s1,1.9,4.3,-4.7,4.7,3.4,1.5,38.9,3.4
O=C(Nc1ccc(NC(=O)C2CC2)cn1)c1ccccc1Cl,-15.4,0.7,2.2,17.4,5.3,-0.8,.,.
CN1C[C@@H]2[C@H](c3ccccc31)[C@H](CO)N2C(=O)c1cccnc1,-10.7,-0.4,0.0[16.7 µM],-9.4,10.5,2.4,0.2,-0.8
O=C(N/N=C/c1cccc(O)c1)c1ccc(-n2cnnn2)cc1,-1.4,.,.,.,7.0,.,0.1,0.7

Carrying on.
mol,Statin myotox sup,PglD inh,miR-122 sensor,PGC1a acetyl inh,FN deposit inh,Cneo AK release,INS-1E GSIS act,CFTR F508del cor
COc1ccc(CN(C)C[C@@H]2Oc3ccc(NC(=O)Nc4c(C)noc4C)cc3C(=O)N([C@@H](C)CO)C[C@@H]2C)cc1,23.0,-1.7,-4.4[16.7 µM],-7.0,-2.2,1.9,26.7,3.5
COc1ccc(NC(=O)Nc2ccc3c(c2)C(=O)N([C@@H](C)CO)C[C@H](C)[C@H](CN(C)CC2CCCCC2)OCCCC[C@@H](C)O3)cc1,-45.2,-1.1,-7.9[16.7 µM],-1.2,.,-0.2,-28.8,2.8
COc1ccc(N(Cc2cc3cc(OC)ccc3[nH]c2=O)C(=O)C2CCCO2)cc1 (stereo not given),1.2,2.0,-2.3,-3.8,.,-1.0,.,.
O=C(CCS(=O)(=O)c1ccccc1)Nc1nc2cc3c(cc2s1)OCO3,6.9,.,-3.6,.,4.9,.,.,0.1
Cc1cccc2c1CC(C)(C)NC2=C(C#N)C#N,3.0,2.0,-6.2,-0.1,6.5,3.5,5.6,0.3
Cc1ccc(S(=O)(=O)N(C)C[C@@H]2OCCCC[C@H](C)Oc3ccc(NS(=O)(=O)c4ccc(Cl)cc4)cc3C(=O)N([C@@H](C)CO)C[C@@H]2C)cc1,-13.0,0.1,-2.3[16.7 µM],-0.6,-2.9,2.2,14.5,0.3
O=C(CCS(=O)(=O)c1ccc2c(c1)NC(=O)CO2)NCCc1ccc(Cl)cc1,-16.0,7.6,-3.9,0.6,2.2,1.6,-18.5,-1.4
COc1cc(C(=O)NCCC(=O)NCCCN2CCCCC2C)cc(OC)c1OC (stereo not given),63.5,-5.9,0.9,-5.6,.,-0.1,0.9,-2.3

Next records
Each structure is followed by: Statin myotox sup, PglD inh, miR-122 sensor, PGC1a acetyl inh, FN deposit inh, Cneo AK release, INS-1E GSIS act, CFTR F508del cor
CC1(C)C2CC=C(/C=N/NC(=O)c3ccccc3O)C1C2 (stereo not given)
    -8.0, -6.7, 2.4, 2.0, 6.5, -2.0, 6.9, -2.8
CCOC(=O)C1=C(COC(=O)CCS(=O)(=O)c2ccc(C)cc2)NC(=O)NC1C (stereo not given)
    3.6, 1.8, 5.7, ., 3.8, 0.9, -1.5, -1.6
O=C(O)C1Cn2c(nc3c(c2=O)C2(CCCC2)Cc2ccccc2-3)S1 (stereo not given)
    3.4, 0.7, -4.9, 1.2, 9.3, 1.1, -8.2, 1.9
O=C(NCC(c1ccco1)N1CCCC1)c1cccc(S(=O)(=O)N2CCOCC2)c1 (stereo not given)
    0.3, 1.9, 0.1, 3.1, 1.9, 2.7, 19.6, 1.3
COc1ccc2c(c1)CC1c3c(cc4c(c3-2)OCO4)CC[N+]1(C)[O-] (stereo not given)
    16.2, 4.1, -1.0, -2.4, 2.7, 3.0, -13.4, 4.7
CC(C)NC(=O)N[C@H]1CC[C@H](CCNC(=O)C2CC2)O[C@H]1CO
    -3.5, 0.2, ., 5.3, -2.0, 6.0, 3.7, 0.6
COc1ccc(OC)c(S(=O)(=O)N2CCN(CC(O)COc3ccccc3)CC2)c1 (stereo not given)
    17.9, 1.3, ., ., 0.2, -1.0, 14.7, 2.3
Cc1ccc(C(C)C)c(OCC(=O)NN2C(=O)c3ccccc3C2=O)c1
    4.8, 5.4, 1.9, 1.0, 7.0, -0.2, -18.4, -0.7
CCOc1ccccc1N=C1SC(CC(=O)Nc2ccc(OC)cc2OC)C(=O)N1CCC1=CCCCC1 (stereo not given)
    -0.1, -4.8, -5.9, -2.3, 1.0, 2.7, ., .
Cc1ccc(S(=O)(=O)N2CCOCC2)cc1C(=O)OCC(=O)NC1CCCC1
    -35.5, -0.3, -5.5, 8.6, -2.7, 1.2, -6.2, 0.2
C=CCOC(=O)C1=C[C@@H](c2ccc(C(F)(F)F)cc2)[C@H](CCCO)[C@@H](OCC)O1
    -6.0, -0.5&3.5, 15.2, -21.0, 4.5, -2.3&-1.1, ., -3.4&3.0
CC(=O)c1c(C)[nH]c(=S)c(C#N)c1-c1ccc(Cl)cc1
    ., 8.0, -4.4, 5.6, -8.1, 1.0, 3.1, -2.2
C[C@@H]1CN([C@H](C)CO)C(=O)c2cccc(NC(=O)Nc3ccc4c(c3)OCO4)c2O[C@H]1CN(C)C(=O)Nc1ccc(C(F)(F)F)cc1
    ., -4.1, 0.4[16.7 µM], -0.7, ., -1.6, 5.5, 1.9
COc1ccc(C(C)(C)C)cc1NC(=O)CN(C)C1=NS(=O)(=O)c2ccccc21
    -16.4, -1.8, 4.3, -11.5, 6.6, 0.0, -0.4, 1.9
O=S(Cc1ccc(Cl)cc1)c1ncc(CO)n1Cc1ccccc1 (stereo not given)
    ., ., -3.1, 2.6, -4.3, ., -18.0, -1.0
N#Cc1ccc(C(=O)N2CCN(S(=O)(=O)c3ccc(Cl)s3)CC2)cc1
    -4.6, -0.5, ., -3.3, 5.8, -0.2, -11.5, -2.6
Cn1nc(C#N)c(=O)[nH]c1=O
    12.3, -5.7, -9.3, 8.7, 14.2, -0.6, -54.9, -0.7
Cc1onc(-c2ccccc2)c1C(=O)N1CCc2ccccc21
    47.1, 1.1, 3.1, -3.5, ., 0.7, 14.3, -0.8
Cc1noc(C)c1S(=O)(=O)N(C)C[C@H]1OCCCC[C@H](C)Oc2ccc(NS(=O)(=O)c3ccc(F)cc3)cc2C(=O)N([C@H](C)CO)C[C@H]1C
    ., -1.8, 14.1[16.7 µM], 1.2, -8.6, -16.4, -15.4, 0.2
C[C@H](CO)N1C[C@H](C)[C@H](CN(C)CC2CCOCC2)Oc2ncc(C#Cc3ccccc3)cc2C1=O
    -0.1, 1.3, -2.8[16.7 µM], -11.3, ., 3.0, 7.4, 2.5
Cc1ccc(NCC(=O)N/N=C/c2cccc(Oc3ccccc3)c2)cc1
    ., 0.4, -4.4, -10.5, 3.2, -0.1, -21.0, .
O=C(C[C@@H]1C/C=C\C[C@H](Cc2ccc(F)cc2)C(=O)OCCNC1=O)N[C@H](CO)Cc1ccccc1
    -7.3, 0.2, -8.7, -4.7, 5.1, 0.4, -12.7, -3.3
CCc1c(C)nc2c(-c3ccccc3)c(C)nn2c1Nc1ccc(NC(C)=O)cc1
    ., 9.7, -2.9, 2.2, 4.4, 0.6, -10.4, 0.4

Part of the list above, with each value named:
smiles: Cc1nn2c(=O)cc(COC(=O)c3c(F)cccc3Cl)nc2s1
  Statin myotox sup = 1.9 | PglD inh = 4.3 | miR-122 sensor = -4.7 | PGC1a acetyl inh = 4.7 | FN deposit inh = 3.4 | Cneo AK release = 1.5 | INS-1E GSIS act = 38.9 | CFTR F508del cor = 3.4

smiles: CN1C[C@@H]2[C@H](c3ccccc31)[C@H](CO)N2C(=O)c1cccnc1
  Statin myotox sup = -10.7 | PglD inh = -0.4 | miR-122 sensor = 0.0[16.7 µM] | PGC1a acetyl inh = -9.4 | FN deposit inh = 10.5 | Cneo AK release = 2.4 | INS-1E GSIS act = 0.2 | CFTR F508del cor = -0.8

smiles: OC[C@@H]1[C@@H](c2ccccc2)C(c2ccc(F)cc2)=NN1c1ccccc1
  Statin myotox sup = 7.8 | PglD inh = 1.8 | miR-122 sensor = 19.7 | PGC1a acetyl inh = -7.2 | FN deposit inh = . | Cneo AK release = 4.4 | INS-1E GSIS act = . | CFTR F508del cor = .
